# NPY Y2 blocker: NPY-Y2 (human) receptor antagonism; P49146; NPY-Y2 expressing cells, antagonist mode; inhibition, % at 2.7 µM; hit rate 0.99% among 140,000; AID 793; in the data active = inhibition above about 17%;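 note: 0% = vehicle with agonist challenge and 100% = reference antagonist with challenge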
# Target sequence (P49146 whole entry, looked up): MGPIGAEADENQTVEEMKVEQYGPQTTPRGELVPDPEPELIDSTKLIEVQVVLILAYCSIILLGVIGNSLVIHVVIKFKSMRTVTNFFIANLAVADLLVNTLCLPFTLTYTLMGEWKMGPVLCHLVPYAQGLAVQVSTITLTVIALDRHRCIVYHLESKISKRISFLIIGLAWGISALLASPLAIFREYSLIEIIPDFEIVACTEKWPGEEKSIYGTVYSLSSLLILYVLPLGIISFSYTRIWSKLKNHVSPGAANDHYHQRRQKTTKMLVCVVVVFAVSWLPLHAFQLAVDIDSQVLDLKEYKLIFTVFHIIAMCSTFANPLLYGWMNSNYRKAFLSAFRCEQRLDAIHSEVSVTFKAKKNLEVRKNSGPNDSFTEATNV
# Yeast life ext: yeast lifespan extension. S. cerevisiae growth with nicotinamide, OD615; deaD strain in restrictive glucose medium. inhibition of the nicotinamide effect, % at 10 µM. hit rate 0.68% among 130,000;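 active = inhibition above a set limit, placed 3 SD over the median of all compounds, cut at about 26% in these data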;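 note: 0% = nicotinamide-treated wells and 100% = cells grown without nicotinamide; some compounds called inactive have numbers as strong as hits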
#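 System: Modified budding yeast, DeaD strain | Buffer or medium: Restrictive glucose medium | Also added: 1.5 mM nicotinamide | Doses: 10 µM single point, 0.25% DMSO | Schedule: 48 h compound exposure at 30 °C, humidified | Detection: Absorbance at 615 nm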
# BB579 growth dn: reduces growth of yeast BB579 in restrictive medium | S. cerevisiae BB579 growth, OD615, 48 h | inhibition, % at 10 µM | hit rate 0.51% among 140,000 | AID 804;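 active = inhibition above a set limit, 3 SD over the mean compound inhibition, cut at about 44% in these data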; note: inactives centre near -24
#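 Assay system: S. cerevisiae DeaD strain BB579 yeast. Medium: CSMM-D restrictive synthetic medium containing dextrose (glucose). Times: 4 h cell preincubation, 48 h compound exposure, 30 °C humidified. Signal: OD615 turbidity measurement. Benchmarks: positive control amphotericin B 10 µg/mL.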
# Measles CPE: protection of cells from measles virus. Measles virus-infected cells, CPE protection, absorbance. protection (pct of control), % at 4 µM. hit rate 1.5% among 140,000. AID 841; in the data active = protection mostly above about 24%, no sharp cut-off; inactive = mostly below about 26%; note: some compounds called inactive have numbers as strong as hits
# Phagocyt inh: blocks phagocytosis by macrophages. J774A.1 macrophage IgG-bead phagocytosis, imaging. inhibition, % at 5 µM. hit rate 0.07% among 110,000;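 active = inhibition above the mean of the plate negative controls plus 5 SD, cut at about 13% in these data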;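 note: phagocytic index as fraction of beads internalized from green versus red external bead signal; plate controls were DMSO negative control for no effect and cytochalasin-D positive control for full effect; some results beyond the cut were filed as inactive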
# MRP-1 activ: MRP-1 activation; H69AR cells + doxorubicin, viability rescue, CellTiter-Glo; viability increase, % at 10 µM; hit rate 0.61% among 140,000;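 active = viability gain under doxorubicin at or above a set limit, the compound median plus 3 SD, cut at about 4.7% in these data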;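 note: MRP-1 overexpressing cells given doxorubicin 25 µM after compound pretreatment; 18-22 h compound pretreatment then 72 h with doxorubicin before readout; 0% = doxorubicin-only wells and 100% = vehicle-treated cells without doxorubicin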
# GALR2 antag: GALR2 (human) receptor antagonism; O43603; GALR2-expressing cells, antagonist mode; hit rate 0.39% among 140,000; inhibition, % at 4 µM; in the data active = inhibition above about 27%;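 note: cells stimulated with galanin 1-16 at roughly its EC80; 0% = agonist challenge control and 100% = basal control without agonist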
# Target sequence (O43603 whole entry, looked up): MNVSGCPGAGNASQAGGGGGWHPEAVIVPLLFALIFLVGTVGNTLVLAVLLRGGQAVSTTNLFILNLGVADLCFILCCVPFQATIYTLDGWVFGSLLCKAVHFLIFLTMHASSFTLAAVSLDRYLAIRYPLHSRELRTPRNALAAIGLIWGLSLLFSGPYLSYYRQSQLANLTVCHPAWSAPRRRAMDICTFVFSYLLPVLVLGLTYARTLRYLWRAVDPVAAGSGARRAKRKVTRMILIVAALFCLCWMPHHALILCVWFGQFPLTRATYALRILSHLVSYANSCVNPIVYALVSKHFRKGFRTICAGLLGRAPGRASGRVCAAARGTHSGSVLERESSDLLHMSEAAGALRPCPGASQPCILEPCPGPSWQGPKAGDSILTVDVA
# E-sel TNF inh: blocks E-selectin expression induced by TNF alpha; HUVEC TNFa-induced E-selectin immunofluorescence, high content; inhibition, % at 2 µM; hit rate 0.71% among 120,000; AID 1246;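 active = inhibition above the batch mean plus 3 SD, and confirmed as a hit on visual image review, cut at about 43% in these data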;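 note: 0% = TNF-stimulated DMSO wells and 100% = unstimulated control wells; not every result past the cut was called active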
# HCT116 bCat-KO: beta-catenin-lacking colon tumor cell growth suppression. HCT116 beta-catenin knockout viability, CellTiter-Glo, 60 h; active compounds read low. viability, % at 10 µM. hit rate 1.5% among 140,000. AID 818;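 active = viability at or under a set limit, the compound median less 4 SD, cut at about 6% in these data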;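 note: 0% = Hyamine 1622 control at 20 µM and 100% = untreated cell control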
# HCT116 PTEN-null: PTEN-deleted cell growth suppression. hit rate 1.2% among 140,000. HCT116 PTEN-null viability, CellTiter-Glo, 60 h; active compounds read low. viability, % at 10 µM;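 active = viability at or below a set limit, 4 SD under the median of all tested compounds, cut at about 3.7% in these data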;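 note: PTEN knockout HCT116 line with beta catenin targeted HCT116 as companion control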
# Starred values were filed as active, the others as inactive; nt = no result given.
SMILES,NPY Y2 blocker,Yeast life ext,BB579 growth dn,Measles CPE,Phagocyt inh,MRP-1 activ,GALR2 antag,E-sel TNF inh,HCT116 bCat-KO,HCT116 PTEN-null
c1ccc(CCc2nc(-c3ccncc3)no2)cc1,2,-11,-60,3,-3,-1.4,-1,-2,95,94
CN1C(=O)NC(c2ccccc2)(C(F)(F)F)S/C1=C(/C#N)c1nnc(N2CCOCC2)n1-c1ccccc1 (stereo not given),3,1,-70,7,-10,-4.6,8,-11,84,91
COc1cc2c(cc1OC)CN(C(=O)c1ccc(OC)c(S(=O)(=O)N3CCOCC3)c1)CC2,-1,-23,-3,5,nt,-1.3,-1,nt,102,111
Cc1ccc(-c2[nH]nc3c2C(C)C(C#N)=C(N)O3)cc1 (stereo not given),0,5,-16,9,-1,-0.8,-1,nt,100,99
COc1ccc(NS(=O)(=O)c2cccc3cccnc23)cc1,-1,nt,-34,9,nt,-0.6,-6,-5,92,92
COc1ccc(C)cc1NC(=S)N1CCN(S(C)(=O)=O)CC1,-2,3,-1,16,5,-1.1,3,nt,97,97
CCCCCCOc1ccc(/C=c2\s/c(=C(/C#N)C(=O)NCc3ccco3)n(-c3ccccc3)c2=O)cc1,3,-1,-19,2,-1,-4.3,3,nt,4.7*,7
CCOc1ccccc1C1CC(=O)Nc2cc3c(cc21)OCCO3 (stereo not given),5,-23,9,4,1,-6.0,14,nt,17,16
O=C(NCC1CCCO1)c1ccc(CS(=O)(=O)c2ccc(Cl)cc2)o1 (stereo not given),6,-2,-74,6,-2,-0.8,-18,9,89,103
O=c1c(N2CCCCC2)coc2ccccc12,2,-10,-21,5,nt,0.1,-6,-1,99,99
CC(NC(N)=O)C(=O)OCc1ccc(Cl)cc1Cl (stereo not given),2,1,-30,2,2,1.3,-13,-2,83,88
CC(C)COc1ccc(C(=O)NC(CC(C)C)C(=O)O)cc1 (stereo not given),2,-3,-22,11,-1,0.4,10,14,94,94
COc1ccc(CN2CCN(C(=O)CN3C(=O)C4C5C=CC(C5)C4C3=O)CC2)c(OC)c1OC (stereo not given),2,-8,-13,24,2,-0.5,8,nt,70,94
COc1cc(/C=N\NC(=O)CNC(=O)C2COc3ccccc3O2)ccc1O (stereo not given),1,-8,8,30*,-10,1.0,5,-3,102,105
CC(=O)c1ccc(NC(=S)NC(=O)CC(C)C)cc1,2,-5,-13,15,-4,-0.8,-1,nt,93,99
CCOC(=O)C1=C(O)CSC1=Nc1cccc(Cl)c1,3,-12,-17,6,-1,-0.4,0,9,104,111
COc1ccc(C(=O)Nc2ccc(Cl)cn2)cc1Cl,-2,-13,-33,16,nt,-2.1,3,3,82,84
CC(=O)c1ccc(CCCCCCCCCC(=O)O)s1,5,23,-6,5,-3,-3.3,-3,6,85,91
Cc1nc2ccccc2n1CCc1nc2c3ccccc3nc(=S)n2[nH]1,0,-3,-22,14,-1,-0.2,2,-24,101,116
Fc1ccc(-c2nnc(CN3CCN(c4ncc(C(F)(F)F)cc4Cl)CC3)o2)cc1,1,-5,-12,6,-4,-2.9,-10,-17,30,42
COC(=O)c1[nH]c2ccc(C)cc2c1NC(=O)CN1CCc2cc(OC)c(OC)cc2C1,3,-11,-8,8,0,-3.9,4,-12,71,59
Cc1c(C(=O)N2CCOCC2)[nH]c2c1C(=O)CC(c1ccccc1Cl)C2 (stereo not given),5,2,-16,9,2,-1.3,-14,8,14,15
CC(C)CNC(=O)COC(=O)c1cc(S(=O)(=O)N2CCCCC2)ccc1N1CCOCC1,1,-22,-5,4,2,-4.0,-9,20,95,88
CC(=O)c1cccc(NC(=O)CC2Oc3ccc(C)cc3NC2=O)c1 (stereo not given),-3,-10,-14,11,0,-1.9,-7,nt,90,89
CCc1nnc(NC(=O)CSc2nc3c(cc2C#N)CCC3)s1,0,2,-28,11,4,-0.4,-3,11,97,100

# Later entries.
SMILES,NPY Y2 blocker,Yeast life ext,BB579 growth dn,Measles CPE,Phagocyt inh,MRP-1 activ,GALR2 antag,E-sel TNF inh,HCT116 bCat-KO,HCT116 PTEN-null
Oc1ccc(-n2cnnn2)cc1,5,-2,-8,16,0,-2.3,-2,-8,88,91
CCN(CC)S(=O)(=O)c1cc(C(=O)O)ccc1Cl,4,-3,-51,4,-2,-0.4,-1,-45,101,99
FC(F)(F)c1ccc(Oc2ccc3c(C(F)(F)F)cc(C(F)(F)F)nc3n2)cc1,-2,-2,0,10,-4,-1.7,3,-2,86,80
Fc1ccc(CN2C3=NCCCN3c3ccccc32)cc1,8,7,-34,7,-2,-3.7,-5,nt,75,80
Cc1ccc(Cn2nnnc2CN2CCC(O)(c3ccc(F)cc3)CC2)cc1,5,-1,-21,14,1,0.3,8,-27,82,79
O=C(COC(=O)c1cccs1)NCCC1=CCCCC1,0,-4,-17,11,-2,0.6,4,nt,98,99
O=[N+]([O-])c1ccc(N2CCN(S(=O)(=O)c3ccccc3)CC2)cc1NCc1ccco1,-2,-1,-19,5,-11,-4.4,-3,-15,55,61
COc1cccc(/C=N/NC(=O)c2ccc(=O)n(C)c2)c1OC,-1,7,-16,19,-7,-0.4,14,-5,95,101
O=[N+]([O-])c1cccc(/C=N/N2CCN(c3ccccn3)CC2)c1,3,-1,-35,12,-9,2.6,-5,-1,97,101
CCOC(=O)c1csc(NC(=O)CSc2nnnn2CC)n1,-1,0,-13,13,-1,-0.3,-4,17,83,99
O=C(c1ccccc1)N1CCc2ccccc21,5,-8,3,2,3,-2.4,3,14,96,96
Cc1ccccc1NC(=O)CSC1=C(C#N)C(c2ccsc2)CC(=O)N1 (stereo not given),1,-4,-46,5,-2,-4.6,4,0,37,36
Nn1c(COc2ccccc2)nnc1SCc1cc(=O)[nH]c2ccccc12,4,-14,5,15,0,-0.2,0,-5,101,99
CN1CCN(c2nc3c(c(=O)n(C)c(=O)n3C)n2CC(=O)C23CC4CC(CC(C4)C2)C3)CC1,0,-2,-14,13,-2,-2.5,9,-8,87,96
O=C(NCCCn1ccnc1)/C(=C\c1cccnc1)NC(=O)c1cccc(Br)c1,0,-8,-13,17,0,-2.9,-9,24,77,91
COc1ccc(C(C)=O)cc1COc1ccc(-n2cnnn2)cc1,-2,-27,-25,5,0,-2.8,-4,15,98,102
CCn1c(CSc2nc3ccccc3s2)nnc1SCC(=O)c1ccc(Cl)cc1,4,-13,-45,34,-1,-0.9,-4,nt,64,71
CCCC(c1nnnn1Cc1cccs1)N1CCN(c2nc3ccccc3s2)CC1 (stereo not given),7,-15,-4,1,-1,-1.1,6,-7,62,57
COc1ccc(C)cc1NC(=O)C1CCCN(S(=O)(=O)c2cccc3nonc23)C1 (stereo not given),2,5,-22,14,0,-2.7,3,-6,100,98
O=C(/C=C/c1ccccc1Cl)NCCN1CCOCC1,5,-4,-57,16,nt,0.2,-6,-28,97,96
CC1=[N+]([O-])C(C)(C)C(C)N(O)C1=O (stereo not given),1,-5,-17,4,0,0.2,2,-4,95,105
COc1cc(-c2csc(C)n2)ccc1O,1,-34,-13,3,3,-2.7,-2,19,93,97
CCC1(C(=O)OC)NC(c2ccco2)C2C(=O)N(c3ccccc3)C(=O)C21 (stereo not given),1,-14,-37,78*,0,-0.6,-3,-7,92,97
COc1cc(NC(=O)CN2CC(c3ccccc3)CC2=O)cc(OC)c1 (stereo not given),3,-1,-20,10,nt,-2.2,2,-53,85,102
Cc1ccc(NC2=C(Cl)C(=O)c3ccccc3C2=O)cc1,1,0,-30,8,-10,-6.2,17,nt,0.9*,0.8*

# (listing goes on)
SMILES,NPY Y2 blocker,Yeast life ext,BB579 growth dn,Measles CPE,Phagocyt inh,MRP-1 activ,GALR2 antag,E-sel TNF inh,HCT116 bCat-KO,HCT116 PTEN-null
CCOC(=O)CN(Cc1sccc1C)C(=O)Nc1ccc(OC)cc1OC,2,0,20,3,nt,-0.8,3,4,98,96
Cc1ccc(C)c2[nH]c(=O)c(C(c3nnnn3CCc3ccccc3)N3CCOCC3)cc12 (stereo not given),1,-1,-5,9,0,-1.0,6,-1,91,91
COc1ccc(-n2c(Cc3cccn3C)nnc2SCC(=O)Nc2ccccc2OC)cc1,0,-5,-39,16,0,-4.3,8,-16,88,88
Cn1c(SCC(=O)Nc2ccc3nc(SCC(=O)N4CCCC4)sc3c2)nnc1-c1ccc(N)cc1,0,-19,-33,6,0,-1.5,-15,28,96,96
CCn1c(=O)cc(N2CCCCC2)[nH]c1=O,4,-16,-28,6,nt,0.0,10,3,104,104
Cc1cc(C)nc(NC(=O)/C=C/c2cccs2)c1,-1,-7,-26,4,-2,-2.7,6,2,67,72
O=C(CCCn1c(SCC(=O)c2ccccc2)nc2ccccc2c1=O)NCC1CCCO1 (stereo not given),-2,-1,-17,4,-3,-3.2,-4,-5,96,85
COc1ccc(CCN(C)C(=O)c2ccc(S(=O)(=O)NCc3ccco3)cc2)cc1OC,4,9,-29,23,-3,-1.2,15,nt,105,101
Cc1cccc(OCc2ccc(C(=O)Nc3ccc(F)cc3)cc2)c1,6,-2,-41,12,-6,4.9*,-1,nt,84,90
CC(=O)Nc1ccc(S(=O)(=O)N2CCC(NC(C)=O)(c3cccc(F)c3)CC2)cc1,-1,nt,-20,9,0,-2.8,4,8,91,85
CC(Oc1ccc(Cl)cc1)C(=O)Nc1ncccn1 (stereo not given),2,-8,-7,3,0,-3.1,6,-17,87,98
Oc1ccc(-c2n[nH]c(=S)n2-c2ccc3c(c2)OCCO3)c(O)c1,3,0,-39,60*,-3,-4.1,-23,nt,37,37
CCOc1ccc(N2CC(=O)N(c3ccc(OCC)cc3)CC2=O)cc1,1,-12,-32,13,nt,-0.5,0,-66,101,109
CSc1ccc(Cl)c(C(=O)NCCOc2ccccc2)c1,4,-31,-30,3,3,-0.7,-5,-13,77,77
FC(F)(F)c1nnc2ccc(N3CCOCC3)nn12,0,-5,-21,3,-1,-1.4,7,-9,99,103
CCOC(=O)c1ccc(NC(=O)COC(=O)Cc2csc(-c3ccccc3)n2)cc1,4,-6,-32,12,-9,-1.3,-15,-6,87,93
Cc1cc(O)c(/C=N/Nc2ccccc2)c(=O)o1,0,-16,87*,5,1,0.2,10,9,108,104
O=C(CN1CCN(Cc2ccc(Cl)cc2)CC1)N/N=C/c1ccncc1,1,1,-29,8,0,-2.5,-5,-3,93,98
Cn1c(SCc2nc(-c3cccs3)no2)nnc1C1CCCCC1,13,-11,-22,3,nt,-1.4,-17,-1,76,75
COc1ccc(/C=C2\N=C(SC)SC2=O)cc1OC,10,-11,-52,40*,nt,-4.1,0,2,96,90
Cn1nc(C(=O)OCC(=O)N2CCc3ccccc32)c2ccccc2c1=O,3,-13,-49,7,-1,-0.9,-12,nt,99,84
CC(C)(C)c1ccc(C(=O)c2c[nH]c(C(=O)NCC3CCCO3)c2)cc1 (stereo not given),0,-7,-40,17,1,-0.7,-13,42,102,107

# Two compounds drawn at random from the list so far:
SMILES,NPY Y2 blocker,Yeast life ext,BB579 growth dn,Measles CPE,Phagocyt inh,MRP-1 activ,GALR2 antag,E-sel TNF inh,HCT116 bCat-KO,HCT116 PTEN-null
FC(F)(F)c1nnc2ccc(N3CCOCC3)nn12,0,-5,-21,3,-1,-1.4,7,-9,99,103
CCOc1ccc(N2CC(=O)N(c3ccc(OCC)cc3)CC2=O)cc1,1,-12,-32,13,nt,-0.5,0,-66,101,109

# Assay outcomes: PubChem BioAssay, several laboratories
